# Screening results (PubChem)
# NSD2 inh – NSD2 (human) methyltransferase inhibition. O96028. NSD2 peptide methylation, AlphaScreen, 120 min. inhibition, % at 12.5 µM. 310,000 compounds, 0.54% hits. AID 743445; in the data active means inhibition above about 50%
# dFosB activator – activators of mouse delta FosB homodimer | purified delta FosB, TAMRA-CDK5 oligo fluorescence polarization; percent of positive-control signal above neutral wells | activation, % at 25 µM | 340,000 compounds, 0.99% hits | AID 493131;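 active means mean activation above about 17%, with every replicate also reaching it, limit read from the data, passing the limit was not always enough; inconclusive means only one of the two conditions met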;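 further: fluorescence polarization rise as delta FosB binds a TAMRA Cdk5 AP-1 oligo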
# Target sequence (P13346 whole entry, looked up): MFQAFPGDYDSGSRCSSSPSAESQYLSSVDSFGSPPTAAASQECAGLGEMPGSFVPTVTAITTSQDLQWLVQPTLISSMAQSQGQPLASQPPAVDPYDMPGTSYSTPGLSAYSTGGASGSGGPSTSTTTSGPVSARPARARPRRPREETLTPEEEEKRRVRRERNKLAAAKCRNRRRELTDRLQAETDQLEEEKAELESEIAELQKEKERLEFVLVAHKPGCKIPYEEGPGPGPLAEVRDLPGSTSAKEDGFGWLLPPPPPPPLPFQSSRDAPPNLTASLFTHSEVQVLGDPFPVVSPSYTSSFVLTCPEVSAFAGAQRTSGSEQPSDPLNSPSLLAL
# HTR5A inv ag – HTR5A inverse agonism, opioid heterodimer counter-screen. 340,000 compounds, 0.083% hits. AID 504634. HTR5A cell line, luminescence. inhibition, % at 9.3 µM. P47898; in the data active means inhibition mostly above about 23%, no sharp cut-off; inactive means mostly below about 18%;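 further: 0% = cells with DMSO and 100% = no-cell wells with DMSO; some compounds called inactive have numbers as strong as hits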
# CDK5 p35 inh – CDK5/p35 (human) kinase inhibition | Q00535+Q15078 | Recombinant CDK5/p35, ADP-Glo luminescence, 60 min | inhibition, % at 10 µM | 330,000 compounds, 0.01% hits;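 active means highest replicate inhibition of at least 50% and at least 75% of replicates reaching 50%; inconclusive means only one of the two criteria met; inactive means both criteria failed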;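 further: plate controls were DMSO neutral control for no effect and GW8510 at 10 µM for full effect; many of its hits are not listed in these tables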
# V-ATPase pH – yeast V-ATPase proton transport regulation by pHLuorin | S. cerevisiae, pHLuorin cytosolic pH fluorescence | response, % at 10 µM | 350,000 compounds, 0.37% hits; in the data active means response mostly above about 7.3%, no sharp cut-off; inactive means mostly below about 5.4%; further: actives read high; inactives centre near 0; some compounds called inactive have numbers as strong as hits; reference of the scale not given here
# MITF act – activators of MITF-driven TRPM1 promoter activity in SK-MEL-5 cells. SK-MEL-5 TRPM1-promoter luciferase, 24 h; % of positive control, neutral wells = 0. activation, % at 12.5 µM. 300,000 compounds, 0.75% hits;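 active means mean activation of at least 80% with every replicate also reaching 80%; inconclusive means mean reaches 80% but some replicate falls short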;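 further: 0% = neutral control wells and 100% = parthenolide positive control wells; values of inactives mirror those of a sister screen read the other way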
# SR-BI HDL uptake – blocks mouse SR-BI lipid uptake from DiI-HDL | ldlA[mSR-BI] CHO cells, DiI-HDL uptake fluorescence, 3 h | AID 488896 | inhibition, % at 12.5 µM | 320,000 compounds, 0.96% hits;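 active means mean replicate inhibition of at least 70% and a set share of replicates each scoring 70 or more; inconclusive means meets just one of the two criteria; inactive means fails both criteria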;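 further: 0% = median of neutral control wells and 100% = median of positive control wells; values of inactives mirror those of a sister screen read the other way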
# Target sequence (Q61009 whole entry, looked up): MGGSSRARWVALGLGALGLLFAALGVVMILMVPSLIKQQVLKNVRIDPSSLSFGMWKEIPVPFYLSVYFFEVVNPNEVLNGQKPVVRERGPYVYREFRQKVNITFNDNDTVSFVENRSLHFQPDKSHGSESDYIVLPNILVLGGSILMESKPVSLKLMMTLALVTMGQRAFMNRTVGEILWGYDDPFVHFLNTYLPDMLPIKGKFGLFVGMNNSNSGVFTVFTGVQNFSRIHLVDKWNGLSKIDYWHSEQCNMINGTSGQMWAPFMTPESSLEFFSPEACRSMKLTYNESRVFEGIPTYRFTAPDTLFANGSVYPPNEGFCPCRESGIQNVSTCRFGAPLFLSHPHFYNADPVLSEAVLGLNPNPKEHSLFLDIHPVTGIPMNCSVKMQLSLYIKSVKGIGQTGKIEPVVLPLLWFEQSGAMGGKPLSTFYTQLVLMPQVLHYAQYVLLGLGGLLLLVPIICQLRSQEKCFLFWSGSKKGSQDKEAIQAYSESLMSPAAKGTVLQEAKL
# PvdQ inh – blocks Pseudomonas aeruginosa PvdQ acylase activity; inhibition, % at 10 µM; 340,000 compounds, 0.063% hits; purified PvdQ acylase, fluorescence plate reader; in the data active means inhibition above about 30%, passing the limit was not always enough; inconclusive means no clear call, values can overlap the other calls;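 further: 0% = vehicle neutral wells and 100% = reference inhibitor wells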
# HTR5A ag – counter-screen for OPRM1-OPRD1 agonists: human HTR5A agonism. HTR5A agonist assay, luminescence, cell-based. activation, % at 9.3 µM. 340,000 compounds, 0.61% hits. P47898. AID 504692; in the data active means activation mostly above about 9.5%, no sharp cut-off; inactive means mostly below about 7.6%;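 further: 0% = cells with vehicle only and 100% = reference agonist; strong numbers were not always called active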
# Wnt act – Wnt/beta-catenin pathway activation | Wnt/beta-catenin reporter cell assay, activator, plate reader | 300,000 compounds, 1.2% hits | AID 743398 | activation, % at 9.35 µM; in the data active means activation above about 30%, passing the limit was not always enough; inconclusive means no clear call, values can overlap the other calls;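 further: 0% = neutral control wells and 100% = positive control wells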
# Active calls of the source: *; ? = inconclusive; / = not tested or not shown.
SMILES,NSD2 inh,dFosB activator,HTR5A inv ag,CDK5 p35 inh,V-ATPase pH,MITF act,SR-BI HDL uptake,PvdQ inh,HTR5A ag,Wnt act
O=C(COC(=O)CCc1c[nH]c2ccccc12)NC1CCS(=O)(=O)C1 (centres undefined),1,-4,-3,1.2,2,-4,-1,-8,1,-4
Cc1cccc(CC(=O)Nc2c3c(nn2-c2cccc(Cl)c2)CS(=O)C3)c1 (centres undefined),12,-6,-11,-0.7,-2,-5,-15,-9,1,/
OCCNCCCCOc1ccccc1F,1,-2,-5,-1.9,-1,-3,-4,-14,-1,/
Cc1ccc(OCC(=O)OCC(=O)NC2CC2)cc1C,-1,0,-11,1.1,-1,2,-27,-3,4,-3
C=CCn1c(O)c(N=NC(=O)CNC(=O)c2ccncc2)c2ccccc21,1,-3,7,/,5,0,3,1,-2,1
O=C(CSc1nnc(NC(=O)C2CC2)s1)Nc1cccc(F)c1,-2,28*,1,1.4,-3,2,-5,2,-2,-1
O=c1[nH]c(N2CCN(c3ccccc3)CC2)nc2c1CCCC2,-2,-4,-17,2.2,0,-21,-6,-12,7,/
COc1ccccc1N1CCN(C(=O)c2ccc(Cl)c(S(=O)(=O)NCc3ccco3)c2)CC1,3,-12,-41,-0.1,-5,-20,34,0,4,-5
N#C/C(=C\c1cc(Br)ccc1F)C(=O)NC1CC1,0,0,16,0.4,5,-38,-8,-10,-7,-1
Cc1cnn(C(=O)c2cc(-c3ccccc3)nc3ccccc23)c1,13,-8,11,-0.5,0,-2,15,-8,-1,/
Cc1ccc(C(=O)NC(NCc2ccco2)C(Cl)(Cl)Cl)cc1 (centres undefined),/,3,7,-1.2,1,-5,-11,-4,-2,-1
O=C(Cc1ccc(Cl)c(Cl)c1)Nc1cccc(S(=O)(=O)N2CCOCC2)c1,-4,-13,8,-0.2,-4,-19,21,-2,0,-3
CC1CCCC(C)N1C(=O)CSc1nc2ccccc2c(=O)[nH]1 (centres undefined),-3,-8,0,-1.2,1,2,5,-4,0,-2
O=C(N/N=C/c1ccc(-c2ccc(S(=O)(=O)Nc3ncccn3)cc2)o1)c1cc2ccccc2cc1O,36,4,21,0.5,-1,13,11,2,-6,1
N#CCSc1nc2c(sc(=S)n2Cc2ccco2)c(=O)n1-c1ccc(F)cc1,-8,-2,-7,-0.7,4,12,36,-7,-4,/
CC(C)C(=O)Nc1ccc2nn(-c3ccccc3)nc2c1,1,-11,-8,1.8,-1,?,/,7,0,13
CC(c1ccccc1)C1CC(=O)N(c2ccc(C(=O)O)cc2)C1=O (centres undefined),6,-3,8,0.0,-6,-4,-24,-1,0,-1
CCN1CCc2c(sc(NC(=S)NC(=O)c3ccc(Cl)cc3)c2C(N)=O)C1,22,-9,-10,0.2,-4,/,58,10,10,0
Cc1ccc2cccnc2c1NC(=S)NC(=O)c1ccccc1,4,-10,2,-1.4,-2,6,-3,-26,-1,/
CC(=O)Nc1cccc(NC(=O)CSc2n[nH]c(-c3ccccc3)n2)c1,-1,-8,13,0.1,3,-8,5,-8,-4,2
COCCn1c(C(C)C)nc2ccccc21,-1,-1,-31,0.9,-4,-8,23,-14,1,0
O=C1c2ccccc2C(=O)N1C1C(=O)N2CCSC12C(=O)OCc1ccccc1 (centres undefined),0,-12,-10,1.9,-4,0,-6,11,3,-1
CC1CN(/C=C/C=O)C(C)CC1OC(=O)c1ccccc1 (centres undefined),34,-3,8,-0.5,-3,-4,-11,-1,-2,-1
Cc1n[nH]c(C)c1CCCCOc1ccccc1F,7,2,-1,0.5,-4,11,-2,1,0,0
COCCNC(=O)CN(C(=O)CCC(=O)Nc1ccccn1)c1ccccc1OC,22,2,-6,-0.1,-1,/,-9,-18,2,1
CSc1ccc2nnc(-c3cccc(F)c3)n2n1,1,-21,17,0.9,1,1,-3,0,1,/
COc1cccc(-n2c(O)c(C=NCc3ccccn3)c3ccccc3c2=O)c1,-1,-1,-1,0.8,1,-21,6,-10,0,-1
CN1C(=O)NC(NC(=O)c2cccs2)(C(F)(F)F)C1=O (centres undefined),-2,1,-14,-0.5,5,/,-12,4,0,/
O=C(CCc1nnc(-c2ccsc2)o1)NCc1ccccc1OC(F)(F)F,-3,-7,-5,-1.4,-6,20,7,-7,2,-1
COc1cccc(CNC(=O)C2CCC(=O)N(C3CC3)C2)c1OC (centres undefined),-4,-2,-15,-0.6,-1,-1,-4,-9,2,0
Cn1c(=O)c(=O)n(C)c2cc(N3CCOCC3)c(NS(=O)(=O)c3ccc(Br)cc3)cc21,8,-3,-2,-0.7,0,7,-27,-4,0,-1
COc1cccc(C(=O)OCCN2CCCCC2)c1,0,-2,2,-0.1,1,/,-23,-11,5,-1
O=C(CCNS(=O)(=O)c1ccccc1)Nc1ccccc1,-2,-11,-1,1.3,1,0,-6,-13,0,-1
O=C(CSc1nnc2ccccn12)NCc1ccc2c(c1)OCO2,-5,3,2,-1.3,-2,3,-32,-12,-1,9
CN(C(=O)c1ccco1)c1nc(-c2ccccc2)cs1,-2,-7,-2,1.3,-3,130*,23,-4,5,19
O=C(N=C1SC2CS(=O)(=O)CC2N1CCc1ccccc1)C1CCCCC1 (centres undefined),0,-2,11,3.1,1,-1,5,5,-3,-1
COc1ccccc1NC(=O)CSc1nc2sc(C)c(C)c2c(=O)n1Cc1ccco1,-2,1,4,-2.2,1,15,-3,-4,-1,/
N/C(=N\NC(=O)c1ccc(Cl)cc1)c1cnccn1,-11,-7,0,-1.0,-3,/,1,-9,2,2
CC(=O)Nc1ccc(S(=O)(=O)N2CCN(c3cnn(C)c(=O)c3Cl)CC2)cc1,-1,-4,12,-4.0,0,6,-15,-17,-3,-2
O=C(Nc1nncs1)c1cc(S(=O)(=O)N2CCOCC2)ccc1Cl,0,1,-2,2.3,-3,7,-11,-10,2,-1
O=C(NCCN1CCOCC1)c1cccc(S(=O)(=O)N2CCCC2)c1,1,1,1,0.1,-2,1,-20,0,2,-1
COc1ccc([C@H]2CC(=O)C=C(c3cccc(Cl)c3)C2)cc1,/,-6,-18,1.6,0,4,45,18,7,0
CCC(C)c1ccc(NC(=O)C2CCCN(c3ncccn3)C2)cc1 (centres undefined),25,?,-15,1.2,1,/,14,-14,6,/
COc1cc(-c2nnc(CSc3nnc(Nc4ccc(C(C)C)cc4)s3)o2)cc(OC)c1OC,0,-1,-24,2.1,4,6,41,-13,10,7
Cc1c(Cl)cc(C(C)C)c(O)c1CN1CCOCC1,-4,-2,-3,3.5,-3,1,52,7,1,6
CCOc1ncccc1C(=O)OCC(=O)c1c(N)n(C)c(=O)n(C)c1=O,2,-3,1,1.1,-2,-5,-2,2,2,/
S=C(NCc1ccccc1)NCc1ccccc1,-5,0,-6,1.5,-1,3,13,-9,2,0
CC(=O)Nc1ccc(NC(C)=O)c(NC2OCC(O)C(O)C2O)c1 (centres undefined),/,-2,0,0.4,-4,15,/,-13,0,-3

# Structures from the list above that contain a CF3 group, in the order listed:
SMILES,NSD2 inh,dFosB activator,HTR5A inv ag,CDK5 p35 inh,V-ATPase pH,MITF act,SR-BI HDL uptake,PvdQ inh,HTR5A ag,Wnt act
CN1C(=O)NC(NC(=O)c2cccs2)(C(F)(F)F)C1=O (centres undefined),-2,1,-14,-0.5,5,/,-12,4,0,/
O=C(CCc1nnc(-c2ccsc2)o1)NCc1ccccc1OC(F)(F)F,-3,-7,-5,-1.4,-6,20,7,-7,2,-1

# The listing continues.
SMILES,NSD2 inh,dFosB activator,HTR5A inv ag,CDK5 p35 inh,V-ATPase pH,MITF act,SR-BI HDL uptake,PvdQ inh,HTR5A ag,Wnt act
O=C(NCCc1ccccc1)C1CCN(S(=O)(=O)c2cccnc2)CC1,/,-1,-4,1.7,-2,/,-13,-9,1,-1
Clc1ccc(-c2nc3ccccn3c2CN2CCOCC2)cc1,2,-3,-6,-0.8,-4,/,19,10,2,/
O=C(CCNC(=O)c1ccccc1Cl)Nc1cccc(S(=O)(=O)N2CCOCC2)c1,-2,-3,8,-1.7,2,1,0,23,-3,-1
Cc1ccc(/C=N/NC(=O)C(NC(=O)c2ccccc2)c2n[nH]c(=O)c3ccccc23)cc1 (centres undefined),5,-11,-3,2.2,-1,13,6,-11,3,/
CN(CCc1ccccc1)C(=O)c1ccc(NC(=O)Cc2cccc([N+](=O)[O-])c2)cc1,/,0,-19,-0.7,-2,/,53,9,6,-3
COc1ccc(CNC(=O)Cn2cc(C)c(=O)[nH]c2=O)cc1,/,3,13,-0.8,-1,2,-13,-5,-3,-1
CCOC(=O)CC[C@H](NC(=O)Cn1cnc2c(OCc3ccccc3)ncnc21)C(=O)OCC,/,6,/,0.8,-1,19,-23,-23,/,-1
CCc1nn(CC(=O)NCCCc2ccccc2)c(=O)c2cc3cc(F)ccc3n12,/,?,5,/,1,-5,36,-9,-1,/
CS(=O)(=O)N1CCN(c2ccc(NC(=O)COc3ccccc3[N+](=O)[O-])cc2)CC1,-2,-3,-16,0.7,1,3,15,-10,-1,0
CCCCN1C(=O)c2ccc(C(=O)Nc3ccc(S(=O)(=O)N(C)C)cc3)cc2C1=O,-6,-9,-31,-1.9,7,-4,5,-25,7,/
CCOc1c(O)ccc(C2NC(=O)NC(C)=C2C(=O)OC)c1[N+](=O)[O-] (centres undefined),-1,-2,19,-2.3,5,-2,-1,-14,1,0
COc1cc2nc(N(CCCN(C)C)C(=O)c3ccc(C(=O)c4ccccc4)cc3)sc2cc1OC,7,4,-8,-0.7,-3,-3,-3,0,-1,-16
O=C(Nc1nnc(C2CCCCC2)s1)c1ccco1,-2,-1,-12,-2.8,0,75,-2,-1,3,/
Cc1cnc(C(=O)Nc2ccc(C)c(S(=O)(=O)N3CCCCC3)c2)cn1,-1,-4,3,-1.5,-2,-3,-2,-13,-1,1
CCC(C)Sc1nnc(NS(=O)(=O)Cc2ccccc2)s1 (centres undefined),-1,-3,4,0.5,8,/,-26,8,0,2
CCOC(=O)c1cc2occc2n1Cc1ccc(F)cc1,8,-5,9,-1.1,-2,4,30,-13,3,-2
Cc1ccc(S(=O)(=O)n2nc(OC(=O)C(C)(C)C)cc2N)cc1,6,1,-16,0.3,-2,-13,-22,-13,-4,-5
C=CCc1cccc(CNc2c(C)n(C)n(-c3ccccc3)c2=O)c1O,0,0,-1,1.4,-1,-17,1,1,2,/
COc1ccc(NC(=O)NCCCN2CCCC2=O)cc1,/,4,15,0.9,-1,9,-4,21,-6,7
NC(=O)c1ccccc1NC(=O)Nc1cccc(Cl)c1,-13,-5,-12,-1.3,1,20,2,-9,0,/
COc1cc2ncnc(NCc3ccc(C)cc3)c2cc1OC,1,2,8,-1.8,5,-12,4,-16,1,/
COC(=O)c1ccc2c(=O)n(-c3ccccc3)c(=S)[nH]c2c1,4,2,8,-1.4,4,0,-16,1,2,0
O=C(O)c1nn(-c2ccc(Cl)cc2)ccc1=O,0,1,-34,-0.4,1,-5,-6,-11,0,-4
Cc1ccc(S(=O)(=O)N(CC(=O)NN=C2CCN(C)CC2)c2ccc(C(C)C)cc2)cc1,2,-1,-4,-1.7,1,3,-20,-9,-5,-1
O=C(Nc1ccc(N2CCOCC2)nc1N1CCOCC1)c1cccc(C(F)(F)F)c1,-1,-6,7,-0.7,6,-8,23,-14,8,2
CN1C(=O)c2cccc3c(S(=O)(=O)N(C)C)ccc1c23,1,4,14,1.5,-3,/,-8,-17,-4,4
CCN(CC(=O)NCc1cccs1)C(=O)/C=C/c1ccc(OC)cc1OC,0,3,18,-0.9,-5,-6,27,4,0,-1
